# West Nile antiviral: West Nile virus antiviral activity, cell-based, CPE readout (AID 1621); West Nile virus-infected cells, CPE inhibition; higher % means a stronger effect; CPE inhibition, % at 10 µM, or IC50 in µM where a hit was titrated; actives 0.02% (n = 290,000); in the data active = a potency from the dose series; inconclusive = CPE inhibition mostly from about 3.7% at the one dose, without a potency; inactive = the rest, 99 in 100 with CPE inhibition below about 2.2%; note: strong numbers were not always called active
# PhoP inhibition: inhibitors of PhoP regulon expression, primary screen, Salmonella Typhimurium, GFP reporter (AID 1863); S. Typhimurium PhoP-regulated promoter GFP reporter, 4 h; higher % means a stronger effect; one-dose inhibition, % at 50 µM; IC50 in µM for titrated hits; actives 0.16% (n = 300,000);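 active = inhibition over 29.93%, a cutoff 3 SD above the screen mean, later confirmed by dose response; inconclusive = inhibition over 29.93% but no dose response follow-up; inactive = inhibition at most 29.93% or unconfirmed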;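 note: 0% = low Mg2+ inducing control and 100% = high Mg2+ repressing control; strong numbers were not always called active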
# KOR beta-arrestin-1: kappa opioid receptor activators – cell-based, luminescence, uHTS, primary screen (AID 1777). actives 0.02% (n = 280,000). KOR beta-arrestin recruitment, luminescence; higher % means a stronger effect. one-dose activation, % at 10 µM; EC50 in µM for titrated hits; in the data active = activation above about 50%, passing the limit was not always enough; note: a part of the inactive calls stands beside numbers as strong as those of hits
# KOR beta-arrestin-2: KOR antagonists, beta-arrestin recruitment, cell-based, luminescence, uHTS (AID 1778); KOR beta-arrestin recruitment, luminescence, antagonist mode; higher % means a stronger effect; one-dose inhibition, % at 10 µM; IC50 in µM for titrated hits; actives 0.091% (n = 290,000); in the data active = inhibition above about 50%; note: strong numbers were not always called active
# GPR35 antagonists: inhibition of zaprinast-stimulated GPR35 beta-arrestin translocation – imaging, U2OS, beta-arrestin-GFP, zaprinast agonist, primary screen (AID 2058); U2OS GPR35 beta-arrestin-GFP translocation imaging, zaprinast antagonism; higher % means a stronger effect; one-dose inhibition, % at 10 µM; IC50 in µM for titrated hits; actives 0.052% (n = 290,000);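 active = inhibition of at least 50% with at least 30 cells and total cytoplasm GFP at most 10,000,000; inconclusive = under 30 cells or total GFP of 10,000,000 plus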
# GPR55 beta-arrestin: selective activators of receptor GPR55 – imaging, U2OS cells, beta-arrestin-GFP redistribution, primary screen (AID 1961); one-dose activation, % at 10 µM; EC50 in µM for titrated hits; U2OS GPR55 beta-arrestin-GFP redistribution imaging; higher % means a stronger effect; actives 0.048% (n = 290,000);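 active = activation above 40% with more than 50 cells counted in the well; inconclusive = wells holding fewer than 50 cells, flagged as toxic or sparse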;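 note: U2OS osteosarcoma cells stably expressing GPR55 and beta-arrestin-GFP; plate controls were DMSO negative control for no effect and LPI positive control for full effect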
# NTR1 agonist: agonists of NTR1, primary screen, imaging, U2OS cells, beta-arrestin-GFP, high content (AID 493036) | activation, % at 20 µM | P30989 | actives 0.17% (n = 330,000) | NTR1-U2OS beta-arrestin-GFP spot imaging, agonist mode;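 active = activation at or above 40% of the spot to cytoplasm intensity ratio, with at least 20 cells analyzed; inconclusive = wells under 20 cells, flagged as cytotoxic or low count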;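 note: 0% = DMSO without peptide and 100% = 100 nM NTR1 peptide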
# Target sequence (P30989 whole entry, looked up): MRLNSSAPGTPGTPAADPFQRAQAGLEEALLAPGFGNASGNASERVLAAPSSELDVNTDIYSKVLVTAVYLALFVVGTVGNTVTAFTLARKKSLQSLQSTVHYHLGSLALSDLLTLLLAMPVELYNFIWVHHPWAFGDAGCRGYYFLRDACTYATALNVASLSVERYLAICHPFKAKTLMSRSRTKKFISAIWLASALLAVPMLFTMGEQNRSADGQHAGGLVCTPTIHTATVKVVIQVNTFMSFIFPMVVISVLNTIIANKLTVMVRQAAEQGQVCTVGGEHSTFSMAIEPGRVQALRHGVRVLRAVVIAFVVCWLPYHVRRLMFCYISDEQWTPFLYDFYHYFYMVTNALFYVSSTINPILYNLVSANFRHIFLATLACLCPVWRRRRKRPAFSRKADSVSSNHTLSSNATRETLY
# T cell HTS: T cell immune modulation candidate. 2C CD8+ T cell-vesicle binding, flow cytometry; stronger effect = lower value. calls only at 7 µM. actives 0.068% (n = 330,000);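 active = response, share of CD8 T cells binding vesicles, and their 90th percentile fluorescence all below set limits, cut at about 80% in these data, passing the limit was not always enough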
#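 incubation = binding step 1.5 h, 37 °C, antibody labelling 20 min, ice | test system = 2C mouse CD8+ T cells | read-out basis = percent CD8+ FL2 mean versus row control | controls = Peptide-free naked vesicles (low) and QL9 vesicles with 0.7% DMSO vehicle (high) | detection = flow cytometry of vesicle-bound cells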
# GPR55 antagonists: inhibition of LPI-stimulated GPR55 beta-arrestin translocation – imaging, U2OS, beta-arrestin-GFP, LPI agonist, primary screen (AID 2013). actives 0.13% (n = 290,000). U2OS GPR55 beta-arrestin-GFP translocation imaging, LPI antagonism; higher % means a stronger effect. inhibition, % at 10 µM, or IC50 in µM where a hit was titrated;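 active = spots per cell inhibited over 60%, with over 100 cells counted and total cytoplasm intensity under 500,000; inconclusive = wells with under 100 cells, flagged as likely toxic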;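 note: U2OS cells stably carrying GPR55 and arrestin-GFP stimulated by 5 µM LPI near EC80; imaged beta-arrestin-GFP aggregate spots per cell after agonist stimulation; plate controls were LPI-stimulated DMSO wells for no effect and DMSO wells without LPI for full effect; some results filed as inactive read as strong as hits; confirmed hits need IC50 under 10 µM and bright autofluorescent wells are also inconclusive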
# T cell HTS vesicle-bound %: recorded beside T cell HTS, whose call it bears; double positive events, %; measured here: CD8+ vesicle-bound cell fraction;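 binding gate set so that unloaded-vesicle control wells show 10% double positive cells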
# NTR1 agonist cell count 20 µM: second read-out of NTR1 agonist, no call of its own (marks repeat the call); cell count; measured here: cell count, cytotoxicity flag
# An asterisk follows results filed as active; i = inactive; ? = inconclusive; . = no result given; [ ] = dose if it differs, or a comment.
# The opening two records as a preview:
SMILES,West Nile antiviral,PhoP inhibition,KOR beta-arrestin-1,KOR beta-arrestin-2,GPR35 antagonists,GPR55 beta-arrestin,NTR1 agonist,NTR1 agonist cell count 20 µM,T cell HTS,T cell HTS vesicle-bound %,GPR55 antagonists
CCCCNC(=O)CCn1c(=O)c2ccccc2n(Cc2ccc(Cl)cc2)c1=O,-0.3%,-12%,2.3%,8%,-8%,-0.6%,2.9,50,i,28,11%
CCN1C(=O)/C(=C/c2ccc(C)s2)NC1=S,-0.4%,0%,-0.6%,6%,0%,-0.1%,0.6,38,i,36,4%

# Results, repeating the preview:
SMILES,West Nile antiviral,PhoP inhibition,KOR beta-arrestin-1,KOR beta-arrestin-2,GPR35 antagonists,GPR55 beta-arrestin,NTR1 agonist,NTR1 agonist cell count 20 µM,T cell HTS,T cell HTS vesicle-bound %,GPR55 antagonists
CCCCNC(=O)CCn1c(=O)c2ccccc2n(Cc2ccc(Cl)cc2)c1=O,-0.3%,-12%,2.3%,8%,-8%,-0.6%,2.9,50,i,28,11%
CCN1C(=O)/C(=C/c2ccc(C)s2)NC1=S,-0.4%,0%,-0.6%,6%,0%,-0.1%,0.6,38,i,36,4%
O=C(CCC1CCN(C(=O)c2cncs2)CC1)Nc1ccccc1,1.2%,-2%,-1.0%,3%,5%,0.3%,-0.7,47,i,5,19%
CC(C)CNC(=O)c1c(N)n(/N=C/c2ccccn2)c2nc3ccccc3nc12,0.9%,-1%,20%,-8%,-15%,-0.2%,4.6,53,i,22,2%
CCOc1ccc(S(=O)(=O)Nc2ccc(C(=O)N/N=C/c3c(C)nn(-c4ccccc4)c3N3CCCC3)cc2)cc1,-0.2%,32%,3.6%,-20%,-21%,0.8%,1.0,38,i,32,4%
CCC1(CC)NC(=O)N(CC(=O)NCc2ccc3c(c2)OCO3)C1=O,-0.3%,-1%,2.6%,-16%,-6%,0.0%,0.4,66,i,35,13%
COc1cc(C2Nc3ccc4ccccc4c3C3=C2C(=O)CC(C)(C)C3)ccc1OCC(=O)O (stereo unspecified),-0.4%,4%,2.5%,-30%[20 µM],7%,-0.2%,0.4,68,i,61,-4%
COc1ccc(N2CCN(C(=O)NCc3ccc(OC)c(Cl)c3)CC2)cc1,0.0%,1%,2.7%,-20%,-6%,-0.4%,1.9,68,i,45,3%
COc1c(C)cc(Br)cc1C(=O)Nc1cccc(-c2nc3ncccc3o2)c1,0.1%,-6%,2.1%,6%,-29%,-0.1%,4.5,43,i,18,0%
COC(=O)CCC(=O)COc1ccccc1C#N,0.4%,0%,0.5%,5%,0%,-0.2%,3.0,75,i,30,5%
CCOC(=O)CN1C(=O)/C(=C/c2cccc(Br)c2)Oc2ccccc21,?,-1%,-5.6%,3%,11%,0.0%,4.6,130,i,32,-2%
O=[N+]([O-])c1ccc(NCc2ccccn2)nc1,0.6%,1%,-1.4%,.,3%,-0.4%,-1.2,98,i,30,3%
CC12CCC(C(=O)N3CCC(Cc4ccccc4)CC3)(C(=O)C1=O)C2(C)C (stereo unspecified),-1.2%,-5%,1.9%,3%,5%,-0.8%,0.7,97,i,58,11%
CCN1C(=O)C(CC(=O)Nc2ccc(F)cc2)N(Cc2ccco2)C1=S (stereo unspecified),-0.4%,5%,1.6%,-25%[20 µM],-10%,-0.1%,-0.3,35,i,44,-6%
CSCCC(=O)NC1CCCN(CCc2ccccc2)C1 (stereo unspecified),-0.4%,9%,-1.5%,-28%[20 µM],-8%,-0.4%,0.8,48,i,48,-1%
O=C(C1CCCCC1)N1CCc2[nH]c3ccc(F)cc3c2C1,-0.2%,-9%,3.8%,31%,12%,-0.1%,2.9,44,i,7,9%
Cc1sc2nc(CSCC(=O)Nc3ccccc3C#N)[nH]c(=O)c2c1C,-0.1%,5%,-1.1%,5%,11%,-0.3%,0.9,53,i,12,-8%
Cc1cc(C)[n+]2[nH]c(N)c(N=Nc3ccccc3)c2n1,0.6%,-10%,.,.,.,.,-0.5,48,i,49,.
Cc1c(Cl)cccc1NC(=O)C1Cc2ccccc2CN1C(=O)c1ccccc1 (stereo unspecified),-0.5%,5%,-0.5%,-14%,1%,-0.2%,1.1,61,i,31,0%
CCOC(=O)c1c(C)[nH]c(C(=O)OCc2ccc(F)cc2)c1C,-0.4%,-5%,-1.4%,-25%,-6%,-0.2%,-0.5,59,i,9,-6%
CC1(C)CC(=O)C2=C(C1)OC(N)=C(C#N)C21C(=O)N(CN2CCOCC2)c2ccccc21 (stereo unspecified),0.9%,-2%,-4.4%,18%,-12%,-0.4%,-2.4,95,i,39,7%
CCc1ccc2[nH]c(=O)c(CN(Cc3ccco3)S(=O)(=O)c3ccc4c(c3)OCCO4)cc2c1,0.9%,-1%,2.8%,-20%,13%,-0.1%,2.4,63,i,42,-2%
CC1C(=O)CC(c2ccc([N+](=O)[O-])cc2)NC1c1ccc([N+](=O)[O-])cc1 (stereo unspecified),-1.2%,2%,-5.9%,26%[20 µM],-6%,0.2%,-1.5,59,i,39,-3%
CCOC(=O)N1CCN(c2nc(-c3ccccc3)c3cc(C)ccc3n2)CC1,-0.7%,-1%,-3.1%,16%,-17%,0.3%,21,85,i,7,9%
COc1ccccc1N1CCN(C(=O)c2ccc(S(=O)(=O)N3CCCC3)cc2)CC1,-0.2%,5%,-0.2%,-9%,0%,0.2%,-0.2,38,i,59,16%
Cc1ccc(C(=O)NCc2ccc(Cl)cc2)o1,0.5%,25%,0.5%,19%,-5%,0.0%,2.5,86,i,26,-2%
COc1cc([N+](=O)[O-])cc(/C=N/NC(=O)C(C)Nc2ccccc2C)c1O (stereo unspecified),-1.1%,2%,2.8%,24%,-4%,-0.3%,-0.4,41,i,43,14%
CCc1ccc(OS(=O)(=O)c2cn(C)c(=O)n(C)c2=O)cc1,-0.8%,-7%,0.7%,1%,7%,-0.6%,0.6,62,i,56,-10%
CCCCC(CCC(=O)Nc1nccs1)C(=O)O (stereo unspecified),-0.3%,1%,0.0%,4%,14%,-0.1%,-5.7,83,i,25,4%
O=C(NCCc1ccc(F)cc1)C1CCCCC1,-0.3%,.,3.3%,-21%[20 µM],-2%,-0.2%,-1.0,86,i,63,9%
Cc1ccc(-n2nc3c(=O)n(CC(=O)NCc4ccccc4Cl)nc(C)c3c2C)cc1,0.1%,3%,-4.8%,38%,-5%,-0.2%,1.1,80,i,15,15%
O=C(O)CC1(CC(=O)Nc2ccc(Br)cc2)CCCCC1,0.0%,-5%,-2.6%,-7%,2%,-0.1%,0.3,56,i,28,4%
COc1ccc(COC(=O)c2ccc(N3CCCC3=O)cc2)cc1F,1.0%,2%,9.2%,-4%,-10%,-0.1%,0.5,90,i,44,-1%
CCOC(=O)CSc1ncnc2c1cnn2-c1ccc(C)cc1C,-0.5%,-7%,-2.4%,26%,-1%,0.0%,0.9,57,i,32,6%
O=C(/C=C/c1ccc2c(c1)OCO2)NCCSCc1c(Cl)cccc1Cl,-1.2%,8%,3.6%,-17%,-10%,0.9%,4.1,47,i,21,11%
O=c1[nH]cnc2scc(-c3ccsc3)c12,0.0%,17%,1.8%,15%,0%,0.2%,0.3,38,i,47,0%
C=CCn1c(-c2cc3cccc(OC)c3o2)n[nH]c1=S,-0.4%,-7%,1.7%,22%,0%,0.4%,0.6,64,i,48,-8%
COc1ccc(/C=C2/SC(=O)N(NS(=O)(=O)c3ccccc3)C2=S)cc1OC,1.1%,-20%,-1.1%,8%,-6%,-0.1%,2.7,50,i,23,8%
COc1ccc(C2c3c(ccc4ccccc34)Oc3ncn4nc(Cc5ccc(OC)c(OC)c5)nc4c32)cc1 (stereo unspecified),-0.4%,-14%,-3.8%,16%,-1%,-0.1%,-0.9,40,i,5,15%
CC(C)OCCCN1C(=O)c2ccccc2C1C(=O)NC1CCCCC1 (stereo unspecified),-1.2%,-8%,5.5%,-34%,-4%,0.3%,0.4,81,i,2,1%
O=[N+]([O-])c1cc(/C=N/Nc2nc3ccccc3[nH]2)c(O)cc1O,?,24µM*,-2.5%,-49%,-5%,0.2%,.,.,i,43,-6%
CCC(=O)Nc1cccc(C(=O)/C=C/c2cc(Br)ccc2OC)c1,2.4%,9%,.,.,-8%,0.0%,13,50,i,19,5%
Cc1ccc(CNC(=O)/C=C/c2ccccc2Cl)cc1,-0.1%,-8%,10%,-5%,13%,-0.1%,0.2,46,i,7,-4%
CC(C)=CCN1CCN(Cc2ccc(C)s2)CC1CCO (stereo unspecified),-0.2%,-3%,-3.4%,-21%[20 µM],1%,-0.1%,-1.3,65,i,59,4%
CCN(CC)CCN1C(=O)C(=O)/C(=C(/O)c2ccc(OC)cc2)C1c1ccco1 (stereo unspecified),.,-14%,5.4%,-1%,-9%,0.0%,-0.6,65,i,30,-10%
Cc1ccc(CNC(=O)[C@@H](NC(=O)C2CCN(C(=O)[C@@H](N)CC(C)C)CC2)C(C)C)cc1,-0.5%,10%,-1.6%,-38%[20 µM],1%,-0.1%,-0.8,104,i,15,-4%
COc1ccc(NC(=O)C2(c3ccccc3)CCCC2)cc1,-0.8%,5%,5.5%,-10%,21%,-0.3%,0.1,33,i,20,2%
O=C(CN1C(=O)COc2ccccc21)NCCCN1CCN(Cc2ccccc2)CC1,-0.3%,4%,1.7%,19%,-7%,0.8%,-0.8,73,i,42,4%
Brc1ccc(-c2nc(-c3ccncc3)no2)cc1,-0.5%,-3%,1.8%,-3%,1%,0.6%,-1.5,96,i,58,-3%
CCC(=O)Nc1nc(C)c(C(=O)N2CCCCC2)s1,-0.3%,-11%,-2.7%,-2%,-4%,-0.2%,0.1,44,i,29,-3%
O=C(NC1CCCC1)C(c1ccncc1)N(C(=O)c1csnn1)c1ccccc1 (stereo unspecified),0.4%,-1%,2.7%,-18%,3%,0.3%,0.7,37,i,26,-3%
CCn1cc(C(=O)OCC(=O)OC2CC(C)CCC2C(C)C)c(=O)c2ccc(C)nc21 (stereo unspecified),0.1%,17%,-6.4%,24%,-30%,-0.2%,16,84,i,14,-10%
CCCCCn1c(-c2ccco2)nc2nc3ccccc3nc21,.,12%,0.0%,-16%,-14%,0.2%,6.1,35,i,42,-13%

# Screening data: PubChem, several laboratories
